Screening data: PubChem, National Center for Advancing Translational Sciences (NCATS)
ALOX15B inhib: qHTS Assay for Inhibitors of 15-hLO-2 (15-human lipoxygenase 2); Polyunsaturated fatty acid lipoxygenase ALOX15B (Homo sapiens), O15296; purified 15hLO-2, xylenol orange hydroperoxide absorbance; Potency, µM (doses to about 57.1 µM), for inactives: top-dose activity change, negative = inhibition, usual class: inhibitors; actives 0.56% (n = 110,000); further: potency means the concentration at half of the fitted maximal effect; nearly all actives have a fitted effect of over 60% in size; many of its hits are not listed in these tables
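Read-out: hydroperoxide product oxidises ferrous iron, measured as xylenol orange complex via the 573-to-405 nm absorbance ratio after 30 min. Reaction: 50 nM enzyme, 15 min compound preincubation, 45 uM arachidonic acid, 90 min RT, Hepes pH 7.5 with Triton X-100.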
12-hLO inh: qHTS Assay for Inhibitors of 12-hLO (12-human lipoxygenase); purified 12-hLO, xylenol orange hydroperoxide absorbance; Potency, µM (doses to about 57.1 µM), for the others: at the highest dose activity change, negative = inhibition, most hits filed as inhibitors; actives 0.12% (n = 150,000); AID 1452, 2008; further: potency means the concentration at half of the fitted maximal effect; nearly all actives have a fitted effect of over 55% in size; many of its hits are not listed in these tables
Target sequence (P18054 whole entry, looked up): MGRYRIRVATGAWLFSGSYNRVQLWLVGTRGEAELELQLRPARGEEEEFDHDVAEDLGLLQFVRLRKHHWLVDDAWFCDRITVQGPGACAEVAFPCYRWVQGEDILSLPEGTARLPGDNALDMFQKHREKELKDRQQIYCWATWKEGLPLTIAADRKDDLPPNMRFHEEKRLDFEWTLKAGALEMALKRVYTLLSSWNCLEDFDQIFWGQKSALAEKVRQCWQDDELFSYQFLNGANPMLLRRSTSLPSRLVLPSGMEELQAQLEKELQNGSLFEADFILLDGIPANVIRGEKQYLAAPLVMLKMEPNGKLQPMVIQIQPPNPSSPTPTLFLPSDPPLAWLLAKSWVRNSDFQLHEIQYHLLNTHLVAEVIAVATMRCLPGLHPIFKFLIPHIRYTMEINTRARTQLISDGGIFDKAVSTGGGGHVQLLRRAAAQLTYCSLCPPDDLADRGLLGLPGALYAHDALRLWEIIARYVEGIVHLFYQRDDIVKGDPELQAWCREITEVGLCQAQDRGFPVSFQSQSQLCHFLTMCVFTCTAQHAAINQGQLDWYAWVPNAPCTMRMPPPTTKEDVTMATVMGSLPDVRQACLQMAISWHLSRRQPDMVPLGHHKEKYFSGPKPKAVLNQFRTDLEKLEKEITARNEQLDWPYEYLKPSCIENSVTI
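Hydroperoxide output read as Fe(III)-xylenol orange absorbance, 573-to-405 nm ratio, after 30 min reaction with 40 uM arachidonic acid. Enzyme: 150 nM purified human 12hLO, 15 min compound preincubation; 25 mM Hepes pH 7.0, room temperature.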
PNC inhibitor: High Content Assay for Compounds that inhibit the Assembly of the Perinucleolar Compartment | AID 2417, 2010 | PC3M PTB-GFP, PNC prevalence imaging, 16 h; active compounds read low | activity change (PNC), negative = inhibition, % at 10 µM | actives 3.1% (n = 140,000);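 active means readout at or below -70, meaning at least 70% loss of cells showing the perinucleolar compartment, a nuclear body marking cancer cells; inconclusive means readout between -30 and a set limit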;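 further: plate controls were DMSO wells for no effect and camptothecin positive control wells for full effect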
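Compounds are pinned in duplicate onto adhered PC3M cells stably expressing GFP-tagged PTB and incubated 16 h at 37 C. Cells are then fixed, nuclei stained with Hoechst, and PNC-positive cells counted.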
IMPase cell inh: qHTS Assay for Identifying the Cell-Membrane Permeable IMPase Inhibitors | CHO-M1 cells, IP1 accumulation, HTRF TR-FRET ratio | inhibition (IP1 accumulation), % at 46.1 µM | 120,000 tested, under 10 active | Inositol monophosphatase 1 (Rattus norvegicus), P97697; active means well fitted curve in the direction sought with a large enough effect in the signal ratio, not every such curve was filed as active; inconclusive means small, poorly fitted or top-dose-only effect, or a change in a side signal; inactive means no such curve, though single readings can be large or run the other way; the % refers to the signal ratio;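 further: cells stimulated with carbachol in lithium chloride buffer; plate controls were DMSO basal wells for no effect and reference inhibitor wells for full effect; higher means more IMPase inhibition seen as more IP1 and lower FRET ratio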
Target sequence (P97697 whole entry, looked up): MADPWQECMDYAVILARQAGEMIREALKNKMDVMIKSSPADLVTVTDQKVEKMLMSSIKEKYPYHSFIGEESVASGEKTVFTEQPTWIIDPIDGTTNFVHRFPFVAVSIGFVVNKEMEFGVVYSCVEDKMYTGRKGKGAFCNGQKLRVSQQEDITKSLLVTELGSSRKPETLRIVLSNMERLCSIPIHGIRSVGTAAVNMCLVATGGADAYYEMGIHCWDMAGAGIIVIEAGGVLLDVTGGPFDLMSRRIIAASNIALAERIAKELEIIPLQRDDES
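In this qHTS, compounds (final up to 46 uM) act on CHO-M1 cells that are then activated through the M1 receptor with carbachol, in pH 7.4 buffer containing 50 mM LiCl, for 30 min. IP1 accumulation is quantified by the IP-One immunoassay.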
The depositor's hits bear a star; ? = inconclusive; · = not tested or not shown; & = joins results of further samples; [ ] = dose if it differs, or a comment. Unless noted, the call rests on the fitted dose curve; in most records, active means well fitted curve in the direction sought with a large enough effect; inconclusive means small, poorly fitted or top-dose-only effect, or another doubt; inactive means no such curve, though single readings can be large; an effect the other way counts as inactive or inconclusive. Unless noted, on the % scale 0 is the no-effect control and ±100 the full control effect.

SMILES | ALOX15B inhib | 12-hLO inh | PNC inhibitor | IMPase cell inh
COC(=O)c1ccc(C(=O)OC)c(NC(=O)COC(=O)c2ccc(OC)c(OC)c2OC)c1 | · | 6% | -17 | 5
Cc1cccc(C)c1N(CC(O)Cn1c2ccccc2c2ccccc21)S(C)(=O)=O (stereo not given) | -4% | -7% | -25 | 14
CCn1cc(C(=O)OCc2cccc(Br)c2)c(=O)c2ccc(C)nc21 | -11% | -12% | -18 | 4
O=S(=O)(NC1CC1)c1cccc(S(=O)(=O)N2CCCC2)c1 | 2% | -1% | 10 | -2
CCOC(=O)N1CCN(S(=O)(=O)c2cc(Br)cc3c2N(C(=O)C2CC2)CC3)CC1 | -1% | 3% | ? | 3
Cn1c(CCNC(=O)c2ccccc2)nc2cc(NC(=O)C3CCCCC3)ccc21 | 5% | 12% | ? | -11
COc1ccc(S(=O)(=O)N2CCC(C(=O)Nc3ccccc3C)CC2)c2cccnc12 | -3% | 3% | -16 | 2
COc1ccc(-n2c(C)c(C(C)=O)c(C(C)=O)c2C)cc1OC | -4% | 1% | -7 | -2
COc1cccc(CNCC(=O)N2C(C)CCCC2C)c1 (stereo not given) | 0% | 0% | 28 | 5
COCCn1c(=O)c(-c2cccs2)nc2cnc(Oc3cccc(Cl)c3)nc21 | -16% | -12% | · | ·
Cc1c(N=C(N)/N=C(\N)Nc2ccccc2)c(=O)n(-c2ccccc2)n1C | · | 0% | -15 | 13
CC(=O)Nc1cccc(NC(=O)CSc2nnc(Cc3cccn3C)n2CCc2ccccc2)c1 | -3% | -9% | ? | ?

Entries of single compounds, quoted from the list. Order of values: ALOX15B inhib | 12-hLO inh | PNC inhibitor | IMPase cell inh
Profile of COC(=O)c1ccc(C(=O)OC)c(NC(=O)COC(=O)c2ccc(OC)c(OC)c2OC)c1 : · | 6% | -17 | 5
Profile of Cc1c(N=C(N)/N=C(\N)Nc2ccccc2)c(=O)n(-c2ccccc2)n1C : · | 0% | -15 | 13
Profile of CCn1cc(C(=O)OCc2cccc(Br)c2)c(=O)c2ccc(C)nc21 : -11% | -12% | -18 | 4
Profile of Cc1cccc(C)c1N(CC(O)Cn1c2ccccc2c2ccccc21)S(C)(=O)=O (stereo not given) : -4% | -7% | -25 | 14
Profile of O=S(=O)(NC1CC1)c1cccc(S(=O)(=O)N2CCCC2)c1 : 2% | -1% | 10 | -2

(further entries)
SMILES | ALOX15B inhib | 12-hLO inh | PNC inhibitor | IMPase cell inh
CC(C)(C)C1CCC(OC(=O)c2ccncc2)CC1 (stereo not given) | 27% | -7% | ? | -2
CC(=NCc1ccco1)c1c(O)n(C2CCCCC2)c(=O)[nH]c1=O | -12% | -4% | ? | -7
COc1ccc(C(=O)NCc2nnc(SCC(=O)Nc3nc4ccc(C)cc4s3)o2)cc1OC | · | -3% | ? | ·
Cn1nc(C(=O)NCC2CCCO2)c2ccccc2c1=O (stereo not given) | 3% | 2% | 24 | 0
O=C(CNC(=O)C1CCCCC1)OCc1cc(=O)oc2ccc3ccccc3c12 | · | -3% | 4 | ·
CCOC(=O)CCCSc1nnc(CCCCCN2C(=O)c3cccc4cccc(c34)C2=O)o1 | · | 4% | -30 | -1
CN(C)S(=O)(=O)N(CC(=O)Nc1ccccc1C(F)(F)F)c1ccccc1 | -6% | 0% | -23 | -4
Cc1cc2c(C)nc(N/N=C/c3ccccc3)nc2o1 | · | 1% | 35 | ·
O=C(CCl)Nc1ccccc1Sc1ccc(Cl)cc1 | 5% | -5% | 25 | 6
O=C(N/N=C/C=C/c1ccccc1)c1n[nH]c2c1CCC2 | -3% | -1% | -98* | 3
O=c1[nH]c2ccccc2nc1C(Cl)c1ccccc1 (stereo not given) | -14% | -1% | 30 | 5
Cc1cc(C)c(S(=O)(=O)N2CCCOC2CNC(=O)C(=O)NCc2cccs2)c(C)c1 (stereo not given) | · | 2% | 10 | ·

Rewritten field by field: part of the list above.
COCCn1c(=O)c(-c2cccs2)nc2cnc(Oc3cccc(Cl)c3)nc21
  ALOX15B inhib: -16%; 12-hLO inh: -12%; PNC inhibitor: ·; IMPase cell inh: ·
Cc1c(N=C(N)/N=C(\N)Nc2ccccc2)c(=O)n(-c2ccccc2)n1C
  ALOX15B inhib: ·; 12-hLO inh: 0%; PNC inhibitor: -15; IMPase cell inh: 13

More entries
SMILES | ALOX15B inhib | 12-hLO inh | PNC inhibitor | IMPase cell inh
Cc1ccc(NC(=S)NC2CCN(Cc3ccccc3)CC2)cc1 | · | -2% | -119* | ·
CC(C)CNC(=O)c1oc2ccccc2c1COc1ccccc1 | · | -2% | -10 | ·
O=C1c2ccsc2SCCN1Cc1c(Cl)cccc1Cl | -17% | -15% | -14 | 7
Cc1cccc(C)c1NC(=O)c1cccc(COc2cc(Cl)ccc2Cl)c1 | · | 1% | 26 | -4
Cc1ccccc1OCCn1cc(/C=C(\C#N)C(=O)NCc2ccco2)c2ccccc21 | · | -9% | ? | -1
O=C(CSc1nnc(-c2cccnc2)n1-c1ccccc1)N1CCN(c2ccc(F)cc2)CC1 | 4% | -3% | 21 | 0
Cc1ccc(NC(=O)CCC(=O)OC(C(=O)c2ccc(C)c(C)c2)c2ccccc2)c(C)c1 (stereo not given) | 10% | -2% | -10 | 1
CCNC(=O)CC1SC(=Nc2ccc(C)cc2)NC1=O (stereo not given) | · | 19% | -16 | ·
CCOC(=O)N1CCN(C(=O)CN(c2cccc(C)c2)S(=O)(=O)c2ccccc2)CC1 | -7% | -6% | 0 | -2
Cc1cccc(-c2nnc(SCc3ccccc3)o2)c1 | 6% | -5% | -25 | 3
O=C(O)c1cc(C(F)(F)F)nc2ccccc12 | 3% | -4%&2% | -11 | ·
Cc1ccc(C)c(OCCn2c(=O)c3c(ncn3C3CCCC3)n(Cc3ccccc3)c2=O)c1 | · | -5% | -119* | ·
O=C(O)C1Cc2c([nH]c3ccccc23)C(c2ccc3c(c2)OCO3)N1 (stereo not given) | -6% | -29% | 30 | -1
CCOC(=O)CN1C(=O)C(Sc2n[nH]c(-c3ccc(O)cc3)n2)CCc2ccccc21 (stereo not given) | -3% | -6% | -11 | 1
COC(=O)c1ccccc1NC(=O)C(=O)NCC1CCCO1 (stereo not given) | · | 1% | -1 | 1
Cc1ccc(S(=O)(=O)N2CCCCC2C(=O)NCc2ccco2)cc1 (stereo not given) | -26% | -8% | 28 | 0
COc1cccc(-n2nnc3c(=O)n(CC(=O)N4CCC(Cc5ccccc5)CC4)cnc32)c1 | -1% | -3% | 10 | 3
O=C(N/N=C/c1ccc(F)cc1)c1cc(-c2ccco2)nc2ccccc12 | ? | ? | 34 | 5
CN(C)c1cccc2c(S(=O)(=O)Nc3ccccn3)cccc12 | 3%[2.29 µM] | 10% | ? | -16
CCN(CCCNC(=O)C1CCCN(S(=O)(=O)CC)C1)c1cccc(C)c1 (stereo not given) | 8% | 4% | 24 | 2
CC(C)OC(=O)c1cccc(NC(=O)c2ccccc2)c1 | · | 6% | 9 | 7
CCOC(=O)c1[nH]c(C)c(C(=O)OCC(=O)N(CC)C2CCS(=O)(=O)C2)c1C (stereo not given) | -5% | 3% | 11 | -7
COc1ccccc1-c1nnc(SCC(=O)OC(C)C)o1 | 2% | 0% | -7 | 9
CC(=O)CC1OC(=O)C(Br)=C1NCc1ccccc1 (stereo not given) | -16% | -7% | ? | ?
CSc1nnc(-c2sccc2OCc2ccc(C)cc2)n1C | 6% | -3% | -7 | 2
CC(=O)Nc1ccc(/C(C)=N/NC(=O)CN(c2ccccc2Br)S(C)(=O)=O)cc1 | · | 5% | -2 | ·
O=C(c1cc2n(n1)C(C(F)(F)F)CC(c1ccco1)N2)N1CCN(c2ccccn2)CC1 (stereo not given) | -2% | -6% | -17 | 0
O=C(Nc1ccc(C(=O)N2CCCC2)cc1)c1ccccc1F | 2% | -3% | -21 | 3
COc1ccc(C(=O)NC(=S)Nc2ccc(NC(=O)c3ccco3)cc2)cc1[N+](=O)[O-] | · | 1% | -15 | ·
COc1ccc(OCc2cccc(C(=O)N3CCCC3)c2)cc1 | · | -6% | 40 | -8
O=C(NCC(=O)N(Cc1ccccc1)C(C(=O)NC1CCCCC1)c1ccco1)c1ccco1 (stereo not given) | · | -11% | -27 | ?
O=C(Nc1cccc2ccccc12)c1onc2c1CCCC2 | -3% | -3% | ? | 8
O=[N+]([O-])c1ccc(NC(=S)N2CCOCC2)cc1 | · | 1% | -12 | ·
CC(=O)c1cccc(NC(=O)c2ccco2)c1 | 5% | -2% | 34 | 2
COc1ccc(N(CC(=O)NCCSc2ccccn2)S(C)(=O)=O)cc1Cl | -8% | 2% | -23 | -8
COc1ccc(OC)c(NC(=O)C2CCN(S(=O)(=O)c3cccs3)CC2)c1 | 5% | -6% | 2 | -3
Cc1ccccc1-n1nnnc1SCC(N)=O | 0% | -3% | 15 | 6
CCOC(=O)C1=C(C)N=C2SC(C)C(=O)N2C1c1ccc(OC(C)=O)c(OCC)c1 (stereo not given) | -5% | -3% | 0 | 2
CCN(c1ccccc1)S(=O)(=O)c1ccc(OCC(=O)Nc2cc(C)on2)cc1 | 3% | 9% | 20 | -5
CCOC(=O)CSC1=C(C#N)C(c2ccc(OC)cc2)C2=C(CC(C)(C)CC2=O)N1 (stereo not given) | -28% | -21% | -3 | ?
C=CCc1ccc(OCCOCCOc2ccc(C)cc2[N+](=O)[O-])c(OC)c1 | -7% | -4% | 9 | 0
COc1ccccc1N1CCN(C(=O)CSc2nc3ccccc3[nH]2)CC1 | 0% | -3% | ? | -3
O=C(CSc1nnnn1-c1ccc(Cl)cc1)NNC(=O)c1ccc([N+](=O)[O-])cc1 | · | 1% | 9 | ·
O=C(Nc1ccccc1)Nc1ccc(Br)cc1F | · | 0% | ? | 2
CC(C)c1ccc(NCCC(=O)c2cccs2)cc1 | · | -4% | ? | ·
COC(=O)c1cc(OC)c(OC)cc1NC(=S)Nc1cc(Cl)ccc1OC | · | -1% | ? | -1
CC1(C(=O)NCC2CC2)C=CC2(CCCCC2)N1C(=O)c1ccccc1 (stereo not given) | -8% | -1% | · | ·
Cc1c(C(c2cccc([N+](=O)[O-])c2O)c2c(C)n(C)n(-c3ccccc3)c2=O)c(=O)n(-c2ccccc2)n1C | -5% | -5% | 3 | 10
CCOC(=O)c1c(NC(=O)Cc2cccs2)sc2c1CCCC2 | -8% | -16% | 9 | 18
COc1ccc(N(CC(=O)NCc2ccco2)S(C)(=O)=O)cc1 | -1% | -2% | -5 | -8
COc1ccc(/C(O)=C2\C(=O)C(=O)N(CCN3CCOCC3)C2c2ccccc2OC)cc1 (stereo not given) | · | -1% | ? | -5
COc1cc(CC(=O)Nc2sccc2C(N)=O)cc(OC)c1OC | 0% | 0% | ? | -10
O=C(CCC(=O)N(CC(=O)NC1CCCCC1)c1ccc2c(c1)OCO2)Nc1ccccn1 | -4% | -2% | 27 | 3
CC(=O)N1CCN(c2ccc(NC(=O)c3ccc(C)cc3)cc2)CC1 | 1% | -4% | -25 | 6
COc1cccc(Nc2nc(N)nc(C(F)(F)F)n2)c1 | 8% | -5% | -11 | 10
O=C(COC(=O)c1ccc2c(c1)OCO2)Nc1ncc(Cl)cc1Cl | · | -1% | ? | ·
O=[N+]([O-])c1ccc(/C=N\N2CCN(c3ccc(Cl)cc3)CC2)cc1 | -11% | 2% | ? | ?
CN(C)c1ncc2ncc(=O)n(CCC#N)c2n1 | -13% | -4% | · | ·
Cc1cc(N2CCOCC2)nc(NCc2ccccc2)n1 | 37%[activator] | 9% | ? | 22
O=C(O)Cc1ccc(-c2ccccc2)cc1 | 0%[25.6 µM] | 1% | -17 | 0[20.6 µM]
CCS(=O)(=O)c1ccc(NC(=O)c2ccccc2Cl)c(O)c1 | 3% | 0% | -8 | 5
O=C(c1cc2cc(Cl)cc(Cl)c2oc1=O)N1CCOCC1 | -2% | -10% | ? | 2

This is a subset; the hit share may differ from the screen's.
